Screening data as filed in PubChem.
D2 antagonist: antagonists of human D2 dopamine receptor; HEK293 TREx D2 cells, calcium flux, dopamine EC80; hit rate 2% among 340,000; AID 485344; inhibition, % at 10 µM; in the data active = inhibition above about 30%; note: 0% is about no effect
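Compounds are added to dye-loaded, induced HEK293 T-REx cells coupled to calcium release via D2; after a 3 min kinetic read an EC80 dopamine stimulus is given and fluorescence is recorded for 3 more min.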
TRHR PAM: TRH receptor (human) allosteric enhancement. AID 493056. P34981. hit rate 0.66% among 360,000. enhancement, % at 2 µM. TRHR cells, fluo-8 calcium fluorescence, EC20 TRH enhancement; in the data active = enhancement above about 30%; note: 0% is about no effect
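Enhancer read-out: after compound pinning and an initial kinetic agonist-mode read, an EC20 of TRH (10 nM final) was injected and fluo-8 calcium signal (Ex 480/Em 530) followed at 1 s/cycle for 100 cycles in TRHR-expressing cells.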
Pin1 inh: blocks the human prolyl isomerase Pin1; Q13526; Potency, µM (titrated, usually from 115 µM), without a hit: at the top dose activity, negative = inhibition, hits mostly inhibitors; Pin1 FP peptide displacement, HiFluor488, 10 min; AID 504891; hit rate 0.009% among 390,000; active = well fitted inhibition curve with a large enough effect in the polarisation, with a control signal flat, not every such curve was filed as active; inconclusive = small, poorly fitted or top-dose-only effect, or effect the other way, or a change in a side signal; inactive = no such curve, though single readings can be large or run the other way; the % refers to the polarisation; note: potency is the fitted concentration of half-maximal effect; % is set by controls: 0 for no effect and ±100 for the full control effect
Target sequence (Q13526 whole entry, looked up): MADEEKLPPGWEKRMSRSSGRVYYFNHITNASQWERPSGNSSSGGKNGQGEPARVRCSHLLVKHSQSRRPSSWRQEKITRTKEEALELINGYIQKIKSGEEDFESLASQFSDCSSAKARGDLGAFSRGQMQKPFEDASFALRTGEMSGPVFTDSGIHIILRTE
USP1 inh: blocks the human USP1/UAF1 deubiquitinase complex | O94782 | recombinant USP1/UAF1, Ub-Rhodamine cleavage fluorescence | Potency, µM (top dose mostly 57.1 µM), for the others: at the top dose activity change, negative = inhibition, actives largely listed as inhibitors | hit rate 0.23% among 390,000 | AID 743255; note: potency is the fitted concentration of half-maximal effect; % is set by controls: 0 for no effect and ±100 for the full control effect; nearly all actives have a fitted effect of over 60% in size; inactives centre near -12
Target sequence (O94782 whole entry, looked up): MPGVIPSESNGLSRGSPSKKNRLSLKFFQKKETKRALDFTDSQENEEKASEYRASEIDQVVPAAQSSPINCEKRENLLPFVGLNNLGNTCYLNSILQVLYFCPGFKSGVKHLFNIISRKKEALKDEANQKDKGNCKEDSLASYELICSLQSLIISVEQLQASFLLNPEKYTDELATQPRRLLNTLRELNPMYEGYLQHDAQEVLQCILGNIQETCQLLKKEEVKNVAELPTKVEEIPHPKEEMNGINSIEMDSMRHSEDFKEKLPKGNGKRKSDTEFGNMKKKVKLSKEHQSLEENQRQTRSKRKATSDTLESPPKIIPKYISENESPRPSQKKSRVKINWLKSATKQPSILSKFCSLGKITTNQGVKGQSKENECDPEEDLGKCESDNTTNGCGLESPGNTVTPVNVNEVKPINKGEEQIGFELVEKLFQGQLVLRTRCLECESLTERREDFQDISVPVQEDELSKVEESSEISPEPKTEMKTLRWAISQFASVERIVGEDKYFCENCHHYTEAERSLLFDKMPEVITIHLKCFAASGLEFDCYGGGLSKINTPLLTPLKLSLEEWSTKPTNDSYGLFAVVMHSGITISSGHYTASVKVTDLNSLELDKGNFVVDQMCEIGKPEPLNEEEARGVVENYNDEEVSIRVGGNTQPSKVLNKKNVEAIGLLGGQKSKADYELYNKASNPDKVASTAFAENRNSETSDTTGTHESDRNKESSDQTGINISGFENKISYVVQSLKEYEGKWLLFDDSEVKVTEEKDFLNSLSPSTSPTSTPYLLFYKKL
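High-throughput fluorogenic screen: 1nM USP1/UAF1 complex, Ub-Rho substrate 150nM final, 50mM HEPES pH 7.8 with 0.5mM EDTA, 0.1 mg/ml BSA, 1mM TCEP and 0.01% Tween-20.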
TRHR agonist: agonists of human TRH receptor. TRHR cells, calcium flux fluo-8, FDSS agonist mode. activation, % at 2 µM. hit rate 0.18% among 360,000; in the data active = activation above about 30%; note: 0% is about no effect
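Steps: seed TRHR cells overnight; add fluo-8 no-wash Ca dye, RT 30 min–1.5 h; record 10 s baseline; pin-transfer compounds; monitor fluorescence 1 cycle/s for the agonist window. Calcium increases flag candidate agonists.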
rTrxR1 inhibitor: inhibitors of rat thioredoxin reductase 1 | Potency, µM (highest dose often 114 µM), inactives show at the top dose activity change, negative = inhibition, usual class: inhibitors | hit rate 1% among 390,000 | AID 588453 | recombinant rTrxR1, NADPH fluorescence consumption, selenite substrate; note: potency is the fitted concentration of half-maximal effect; % is set by controls: 0 for no effect and ±100 for the full control effect; nearly all actives have a fitted effect of over 65% in size
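Rat TrxR1 (90 nM in the dispensed reagent) was pre-reduced with 400 uM NADPH for 5 min at room temperature, then incubated with compound for 15 min. After 400 uM selenite was added, NADPH fluorescence (Ex 340/Em 450 nm) was followed for 8 min.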
TrxR1 substrate: rat thioredoxin reductase 1 substrate activity; O89049; purified TrxR1 substrate turnover, NADPH consumption readout; Potency, µM (highest dose often 114 µM), for the others: at the highest dose activity change, negative = substrate turnover; hit rate 0.01% among 390,000; AID 588456; note: potency is the fitted concentration of half-maximal effect; % is set by controls: 0 for no effect and ±100 for the full control effect; nearly all actives have a fitted effect of over 50% in size
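Rat TrxR1, dispensed at 90 nM, was prereduced with 400 uM NADPH (final) for 5 min at ~22 deg C, then incubated with compound 15 min before 400 uM selenite. A first-read NADPH fluorescence drop versus no-compound background flagged substrates.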
mIDH1 inhibitor: inhibitors of human mutant IDH1 R132H. Potency, µM (highest dose often 76.6 µM), for inactives: top-dose activity change, negative = inhibition, usual class: inhibitors. hit rate 0.093% among 390,000. O75874. IDH1-R132H enzyme, NADPH consumption, diaphorase/resazurin fluorescence. AID 602179; note: potency is the fitted concentration of half-maximal effect; % is set by controls: 0 for no effect and ±100 for the full control effect; nearly all actives have a fitted effect of over 65% in size
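IDH1-R132H (0.5 ug/mL) preincubated 30 min with compound, then NADPH (0.016 mM) and alpha-KG (2 mM) added; 80 min at RT, pH 7.5. Remaining NADPH coupled via diaphorase/resazurin to fluorescence (540/590 nm); concentration-response curves normalized to no-enzyme control.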
D2 agonist: activates the human D2 dopamine receptor; P14416; HEK293 T-REx D2 cells, calcium flux agonist mode; activation, % at 2 µM; hit rate 0.53% among 340,000; AID 485358;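 active = activation over 3 SD above normal in the single-dose calcium agonist read, cut at about 30% in these data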; note: 0% is about no effect
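HEK293 Trex D2 cells, tetracycline-induced, o/n 30 C 5% CO2; no-wash Ca dye, RT 30–90 min; 10-cycle baseline, 23 nl cpd added, kinetic Ca read 180 s; agonist hits = positive Ca response.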
Active calls of the source: *; ? = inconclusive; nt = no result given; & = joins results of further samples; [ ] = dose if it differs, or a comment. Unless noted, calls come from the whole dose curve; as a rule, active = well fitted inhibition curve with a large enough effect; inconclusive = small, poorly fitted or top-dose-only effect; inactive = no such curve, though single readings can be large or run the other way. Not all compounds are listed (hit frequency here may not be typical).

SMILES | D2 antagonist | TRHR PAM | Pin1 inh | USP1 inh | TRHR agonist | rTrxR1 inhibitor | TrxR1 substrate | mIDH1 inhibitor | D2 agonist
O=C(NCCc1csc(-c2ccc(C(F)(F)F)cc2)n1)c1ccc(F)c(F)c1 | nt | -4 | -6% | -15% | 0.4 | 26%[57.1 µM] | 4%[57.1 µM] | -3% | 0.4
CCCN(c1ccccc1C(=O)O)S(=O)(=O)c1ccc2c(c1)n(C)c(=O)n2C | 0 | 7 | 10% | -22% | -0.7 | 19% | 6% | 0% | 0.2
CCOP(=O)(OCC)c1nc(-c2ccccc2)oc1N1CCCCC1 | 3 | 1 | -5% | -12% | -1.2 | -20% | 472%[activator] | 5% | 0.3
CN(c1nc(-c2ccc(Br)cc2)cs1)C1CCS(=O)(=O)C1 (configuration not stated) | -5 | 5 | 0% | ? | 0.8 | 13%[11.4 µM] | 9%[57.1 µM] | -2% | 1.3
CCC(C(=O)NCCN1CCN(C)CC1)n1c(C)c2cnn(-c3ccccc3)c(=O)c2c1C (configuration not stated) | nt | -2 | 16% | -18% | 0.6 | 45%[0.457 µM] | 1%[57.1 µM] | 0% | 0.6
O=C(c1cccc(COc2ccc(Cl)cc2Cl)c1)N1CCN(c2ccccn2)CC1 | 10 | -1 | 48%[activator] | -10% | 0.4 | 21% | 3% | 0% | 0.2
CCc1nn2c(=O)c(S(=O)(=O)Nc3ccc(C)c(C)c3)c(C)nc2s1 | nt | 16 | 7% | -22% | 1.1 | -2% | -4% | 18% | 1.1
CCC(CC)C(=O)NCc1ccc(Cl)cc1 | -2 | 0 | -5% | -13% | 0.4 | 0% | -5% | 1% | 1.7
CCc1ccc2c(c1)c1nnc(NN)nc1n2C | nt | 4 | 9% | -15% | -0.2 | 17%[57.1 µM] | 6%[57.1 µM] | 1% | nt
COc1ccc2c(C)c(Cc3ccccc3)c(=O)oc2c1OC | 7 | -11 | -2% | -8% | -0.6 | -13% | 8% | 4% | 0.2
CC(C)(C)C(=O)COC(=O)c1c2c(nc3ccccc13)CCC2 | -4 | 6 | -3% | -13% | 0.4 | 22%[57.1 µM] | 8%[57.1 µM] | 2% | -0.6
O=C(CSc1nc2ccccc2c(=O)[nH]1)Nc1cccc([N+](=O)[O-])c1 | 13 | -2 | 1% | -20% | -0.5 | 5% | 1% | 3% | -0.5
O=C(c1ccc(C(=O)N2CCCc3ccccc32)s1)N1CCCc2ccccc21 | 27 | -4 | 1% | -17% | 0.2 | 27% | 2% | 1% | -0.3
C[C@H](CO)N1C[C@H](C)[C@@H](CN(C)Cc2ccncc2)Oc2c(NC(=O)c3ccncc3)cccc2C1=O | nt | nt | 3% | -30% | nt | -12% | 5% | 10% | nt
O=C(CSc1nnc2n1CCCCC2)Nc1ccc(N2CCOCC2)cc1 | 12 | 0 | -17% | -24% | 0.2 | 11% | 0% | -2% | 0.0
C=C(C)Cn1c(N2CCCC2)nc2c1c(=O)[nH]c(=O)n2C | -1 | 2 | -5% | ? | -0.6 | 21% | 5% | -6% | -0.4
CCCCN1C=C(C(=O)c2ccccc2)C(=O)CC1 | nt | nt | -1% | 0% | nt | -6% | -9% | 1% | nt
CS(=O)(=O)c1ccc(Oc2ccc(-c3nnco3)cc2)c([N+](=O)[O-])c1 | -2 | 2 | 3% | -18% | 1.6 | -13% | -2% | 0% | 1.8
CCOC(=O)N1C(=O)c2cc(OC)ccc2S1(=O)=O | 2 | -3 | -5% | -11% | -0.4 | -15% | -10% | 0% | -1.9
Cn1cc(C(=O)N/N=C/C2=C(N3CCOCC3)C(=C\c3ccccc3)/CC2)ccc1=O | -10 | 7 | ? | 7% | 0.7 | -20% | -15% | 6% | 0.8
CCOc1ccc(CN(C)c2nc(-c3cccnc3)nc3ccccc23)cc1OC | 36* | -21 | ? | -15% | 0.0 | 24%[57.1 µM] | 5% | 5% | 0.1
COc1ccc(CCN2CC(C(=O)NCc3cnn(C(C)C)c3)CCC2=O)cc1 (configuration not stated) | 9 | 1 | -2% | -14% | -0.3 | -2% | -5% | 3% | 0.7
O=C(Nc1ccncc1)C1CC(=O)N(c2ccc(F)cc2)C1 (configuration not stated) | -4 | 10 | 0% | -3% | -2.0 | 14% | 1% | 2% | -1.0
Cc1ccc(Cn2c(=O)c3cccnc3n(CC(=O)Nc3cccc(C(F)(F)F)c3)c2=O)cc1 | nt | -4&-7 | 76%&26%[activator] | -17%&-6% | 1.4&2.9 | 50%&140%[activator] | 21%&58% | -11%&-3% | 1.4
COc1ccc(CN(CCC#N)CCC2(c3ccccc3)CC(C)N(C)CC2C)cc1OC (configuration not stated) | -2 | 0 | 0% | 4% | 0.4 | 16%[57.1 µM] | 9%[57.1 µM] | 4% | 0.0
(listing goes on)
SMILES | D2 antagonist | TRHR PAM | Pin1 inh | USP1 inh | TRHR agonist | rTrxR1 inhibitor | TrxR1 substrate | mIDH1 inhibitor | D2 agonist
CCCCc1nc(Cl)c(C#N)c2c1CCCC2 | 3 | -7 | -1% | -6% | -0.8 | 10% | -1% | -13% | -0.1
Cc1cccc(NC(=O)COC(=O)C2C3CC4OC(=O)C2C4C3)c1C (configuration not stated) | -8 | 2 | 1% | -4% | -1.1 | 4%[57.1 µM] | 1%[57.1 µM] | -1% | 0.0
N#Cc1ccc(CN2CCN(C(=O)c3cc(Cl)c4c(c3)OCCO4)CC2)cc1 | -10 | 5 | 5% | -24% | 2.0 | -1% | 2% | 0% | 0.4
Cc1cc(C)c(-c2cc(NC(=O)COC(=O)c3ccc(CO)cc3)n(-c3ccccc3)n2)cc1C | 8 | -3 | 40%[activator] | -23% | 0.3 | 13% | 1% | -8% | 0.3
NC(=O)c1ccc(NC(=O)COC(=O)C2CCN(S(=O)(=O)c3cccs3)CC2)cc1 | nt | nt | -6% | -22% | nt | 16% | 0% | -6% | nt
COC(=O)c1c(NC(=O)CN2CCN(C(=O)c3ccco3)CC2)c2c(C)cccc2n1C | 28 | -1 | 6% | -19% | 0.0 | 5%[57.1 µM] | 11%[57.1 µM] | 6% | 9.6
COc1ccc(C(=O)Nc2ccc(N3CCN(C(C)=O)CC3)cc2)cc1[N+](=O)[O-] | -2 | -2 | nt | nt | 0.4 | nt | nt | nt | 3.1
Cc1occc1-c1nnc(SCC(=O)Nc2ccccc2)n1CCc1ccccc1 | 7 | -13 | 0% | -15% | -2.1 | 1% | -6% | -1% | 2.7
NC(=O)c1ccccc1NC(=O)/C=C/c1cccc(Cl)c1 | -14 | -2 | 3% | -24% | 0.0 | -13% | -9% | 2% | 0.4
COc1cc(/C=C(\NC(=O)c2ccccc2)C(=O)NCCO)c([N+](=O)[O-])cc1OC | -15 | 1 | 3% | -14% | 0.1 | 19%[11.4 µM] | -5% | -8% | 2.7
Cc1cc(C2C(=O)C(C(=O)c3ccc(Cl)cc3)C(=O)CC2(C)C)on1 (configuration not stated) | 7 | -1 | -8% | -7% | -0.2 | -40% | 1%[57.1 µM] | -5% | 1.0
CC(C)OC(=O)Nc1ccc2c(c1)N(C(=O)N1CCN(C)CC1)c1ccccc1CC2 | nt | 13 | 2% | 3% | 1.0 | 26%[57.1 µM] | 6%[57.1 µM] | 16% | nt
CCCS(=O)(=O)c1nc(S(=O)(=O)c2ccc(C)cc2)c(N2CCc3ccccc3C2)s1 | nt | 12 | 39%[activator] | -11% | 0.5 | ? | 10%[0.0914 µM] | 2% | nt
COc1cccc(NC(=O)CSc2nnc3[nH]c(=O)cc(-c4ccccc4)n23)c1 | nt | -5 | -1% | -4% | 0.2 | 6%[57.1 µM] | 22%[57.1 µM] | -22% | -0.2
S=c1[nH]cc(-c2ccc(Cl)cc2)n1-c1ccccc1 | 14 | -5 | 9% | -4% | 0.2 | -20% | -12% | -8% | 1.5
Cc1cccc(S(=O)(=O)N2CCN(Cc3ccc4c(c3)OCO4)CC2)c1 | -26 | 3 | -6% | -17% | -0.7 | 6% | -6% | 0% | -1.4
CCCc1ccc(OCC(O)CN2CCc3ccccc3C2)cc1 (configuration not stated) | nt | 1 | 7% | -17% | -0.2 | 19% | -7% | 1% | nt
Cc1ccc(NC(=S)N2CCN(S(=O)(=O)c3ccc(F)cc3)CC2)cc1 | -9 | -7 | 2% | -6% | 0.1 | 3% | 1% | -2% | 0.0
CC1CCCC(C)N1S(=O)(=O)c1ccc(NC(=O)CCN2C(=O)C3CC=CCC3C2=O)cc1 (configuration not stated) | -2 | -3 | -1% | -19% | -0.1 | 20% | 4% | 6% | -0.7

Entries above that contain two or more sulfur atoms (five):
SMILES | D2 antagonist | TRHR PAM | Pin1 inh | USP1 inh | TRHR agonist | rTrxR1 inhibitor | TrxR1 substrate | mIDH1 inhibitor | D2 agonist
CN(c1nc(-c2ccc(Br)cc2)cs1)C1CCS(=O)(=O)C1 (configuration not stated) | -5 | 5 | 0% | ? | 0.8 | 13%[11.4 µM] | 9%[57.1 µM] | -2% | 1.3
CCc1nn2c(=O)c(S(=O)(=O)Nc3ccc(C)c(C)c3)c(C)nc2s1 | nt | 16 | 7% | -22% | 1.1 | -2% | -4% | 18% | 1.1
NC(=O)c1ccc(NC(=O)COC(=O)C2CCN(S(=O)(=O)c3cccs3)CC2)cc1 | nt | nt | -6% | -22% | nt | 16% | 0% | -6% | nt
CCCS(=O)(=O)c1nc(S(=O)(=O)c2ccc(C)cc2)c(N2CCc3ccccc3C2)s1 | nt | 12 | 39%[activator] | -11% | 0.5 | ? | 10%[0.0914 µM] | 2% | nt
Cc1ccc(NC(=S)N2CCN(S(=O)(=O)c3ccc(F)cc3)CC2)cc1 | -9 | -7 | 2% | -6% | 0.1 | 3% | 1% | -2% | 0.0
